Source: PubChem BioAssay (National Center for Advancing Translational Sciences (NCATS))
Tb PYK inh = T. brucei pyruvate kinase inhibition | Q57TT1 | TbPYK enzyme, Kinase-Glo Plus ATP luminescence, 45 min | Potency, µM (highest dose often 76.8 µM), for inactives: at the top dose activity, negative = inhibition, actives largely listed as inhibitors | actives 0.12% (n = 410,000) | AID 624173; also: nearly all actives have a fitted effect of over 50% in size
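Luminescence from Kinase-Glo Plus, added after a 45-minute room-temperature reaction, served as the end-point read-out. The enzyme and substrate were preincubated with compound before ADP (130 uM final) initiated turnover. Concentration-effect curves came from normalized qHTS data.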
Pf growth 96h = inhibits malaria parasite growth, 96 h; actives 6.9% (n = 320,000); Potency, µM (highest dose often 28.7 µM), for inactives: at the highest dose activity change, negative = inhibition, most hits filed as inhibitors; P. falciparum luciferase reporter growth, 96 h; AID 504834
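Two-generation exposure (96 h) targets delayed-death phenotype. Reporter parasites carrying integrated firefly luciferase, in red cells at 2% hematocrit and 0.05% parasitemia final, kept at 37 C, 5% CO2; luminescence loss indicates inhibition.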
Sm TGR inh = inhibitors of Schistosoma mansoni thioredoxin glutathione reductase; Q962Y6; Potency, µM (highest dose often 114 µM), for inactives: at the highest dose activity change, negative = inhibition, hits mostly inhibitors; purified TGR, DTNB reduction, TNB absorbance 405 nm; actives 3% (n = 360,000); also: nearly all actives have a fitted effect of over 60% in size
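First, TGR (20 nM dispensed) and NADPH were mixed with compound. Second, a 15 min room-temperature incubation followed. Third, further NADPH and then DTNB were added to start the reaction. Finally, TNB absorbance was monitored kinetically.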
LmPK inhibitor = blocks Leishmania mexicana pyruvate kinase activity | actives 0.37% (n = 290,000) | Q27686 | purified LmPK, Kinase-Glo ATP luminescence, 1 h | Potency, µM (top dose mostly 57.5 µM), for inactives: top-dose activity change, negative = inhibition, usual class: inhibitors
Target sequence (Q27686 whole entry, looked up): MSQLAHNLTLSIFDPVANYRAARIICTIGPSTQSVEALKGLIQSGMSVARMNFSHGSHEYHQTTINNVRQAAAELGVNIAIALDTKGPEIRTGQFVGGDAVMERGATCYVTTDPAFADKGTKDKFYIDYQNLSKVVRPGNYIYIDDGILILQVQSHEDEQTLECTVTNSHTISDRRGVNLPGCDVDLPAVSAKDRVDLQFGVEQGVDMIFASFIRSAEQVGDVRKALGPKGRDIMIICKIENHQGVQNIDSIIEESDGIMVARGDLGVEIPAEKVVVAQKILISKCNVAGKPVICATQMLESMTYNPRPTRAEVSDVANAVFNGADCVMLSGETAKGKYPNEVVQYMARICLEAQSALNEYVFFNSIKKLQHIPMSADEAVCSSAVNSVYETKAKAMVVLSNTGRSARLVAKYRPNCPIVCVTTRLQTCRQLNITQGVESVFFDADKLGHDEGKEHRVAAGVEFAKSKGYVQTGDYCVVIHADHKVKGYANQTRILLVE
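Purified LmPK (0.1 nM) converted ADP (0.1 mM) to ATP with PEP (0.5 mM) in imidazole buffer pH 7.2 with KCl and MgCl2, 1 h at room temperature. ATP was read by Kinase-Glo luminescence; data normalized to uninhibited and no-enzyme controls.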
HCV inhibitor = HCV inhibition | Huh7.5.1 HCVcc-Cre infection, luciferase reporter, 44 h | AID 651820 | Potency, µM (highest dose often 41.8 µM), for inactives: at the highest dose activity change, negative = inhibition, usual class: inhibitors | actives 3.4% (n = 340,000)
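Antiviral activity was scored by luciferase reporter output from cells infected with HCVcc-Cre (~0.5 moi) in presence of compound, 44 h infection period, cells seeded 1,000/well 4 h prior.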
Pf growth 48h = P. falciparum growth inhibition at 48 hours (one generation) | P. falciparum luciferase growth in erythrocytes, 48 h | Potency, µM (top dose mostly 28.7 µM), for inactives: at the highest dose activity change, negative = inhibition, actives largely listed as inhibitors | actives 5.9% (n = 310,000)
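First compound was added to culture medium, then infected red cells at 0.1% parasitemia and 2% hematocrit (final). After incubation at 37 C under 5% CO2, luciferase detection reagent was dispensed and light output recorded.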
* marks the source's active call; other numbers are inactive results; ? = inconclusive; . = no result given; & = joins results of further samples; [ ] = another dose, or the depositor's remark. Calls follow the shape of the dose curve; as a rule, active = well fitted curve in the direction sought with a large enough effect; inconclusive = small, poorly fitted or top-dose-only effect, or another doubt; inactive = no such curve, though single readings can be large; an effect the other way counts as inactive or inconclusive. % is scaled to controls: 0 for no effect and ±100 for the full control effect; potency is read from the fitted curve at half-maximal effect. No enrichment for hits; about 16% have a hit in one of these screens.

1) O=C(N/N=C/c1c[nH]c2ccccc12)c1ccc(Cl)cc1
2) CN(C)c1ccc(N2C(=NC(=O)c3ccccc3)SC3CS(=O)(=O)CC32)cc1 (stereo unspecified)
3) COc1ccc(N(C(=O)c2cccnc2)S(=O)(=O)c2ccc(Cl)cc2)cc1
4) COc1ccc(C(=O)Nc2cnc(NC(=O)c3cccs3)cc2C)cc1
5) COc1ccc(CCn2c(C3CCCCC3)nc3c(c(=O)c4ccccc4n3C)c2=O)cc1
6) Cc1nn(CC(=O)OCC(=O)Nc2c(C(C)C)cccc2C(C)C)c(C)c1[N+](=O)[O-]
7) CN(C)C(=O)c1ccc(NC(=O)CSc2nnc(-c3cccs3)n2N)cc1
8) COc1cc(C(=O)Nc2nccs2)cc(OC)c1OC
9) Nc1ccn(-c2ccccc2)c(=O)c1
10) COc1ccccc1/C=C1\Cc2ccccc2C1=O
assay / entry	1	2	3	4	5	6	7	8	9	10
Tb PYK inh	4%	4%	-1%	1%	1%	-1%	2%	2%	-3%	5%
Pf growth 96h	?	?	5.2µM*	?	?	50%[activator]	4%	12%[5.75 µM]	25%	42%[activator]
Sm TGR inh	-7%	4%	?	-4%	13%	-12%	-3%	0%	0%	-10%
LmPK inhibitor	-8%	6%	0%	-6%	4%	6%	.	8%	5%	-8%
HCV inhibitor	?	17%	?	4%	3.5µM*	32%[activator]	11%	14µM*	4%	-28%
Pf growth 48h	40%[activator]	2%	2%	-13%	?	4%	1%	-16%	7%	30%

11) CC1CCC2(CC1)NC(=O)N(CC(=O)NCCc1c[nH]c3ccccc13)C2=O (stereo unspecified)
12) C=C(C)C1CCC(C)=C1CC(C)(C)/C=N\n1cnnc1 (stereo unspecified)
13) O=S1(=O)CCOCCCN1Cc1ccccc1Br
14) CC(C)c1c(C(=O)N/N=C/c2ccccc2OCc2c(F)cccc2Cl)nnn1-c1nonc1N
15) COc1cc(S(=O)(=O)Nc2c(C)cc(C)cc2C)ccc1Cl
16) Cc1ccn2c(c1)nc(=O)c1cc(S(=O)(=O)N3CCC(C)CC3)ccc12
17) Cc1ccc(C2=N/C(=C\c3cccs3)C(=O)N2Nc2ccccc2)cc1
18) CN(C)Cc1nc2c([nH]1)c(=O)n(C)c(=O)n2C
19) Cc1ccc(C)c(NC(=S)N2CCN(c3cccc(C(F)(F)F)c3)CC2)c1
20) O=C(NCCCNc1ccc(C(F)(F)F)cc1[N+](=O)[O-])c1ccc(Cl)cc1
assay / entry	11	12	13	14	15	16	17	18	19	20
Tb PYK inh	2%	-2%	-3%	-6%	-11%	-1%	-7%	-1%	?	0%
Pf growth 96h	-16%	-27%	-14%	-5%	-17%	-23%	91%[activator]	10%	169%[activator]	53%[activator]
Sm TGR inh	-6%	1%	12%	0%	-30%	3%	0%	-14%	13%	3%
LmPK inhibitor	.	0%	-6%	0%	14%	-2%	4%	6%	-5%	2%
HCV inhibitor	-4%	9%	-3%	-20%	-15%	17%	?	12%	-20%	?
Pf growth 48h	-24%	0%	9%	?	.	?	?	3%	7%	22%

21) O=C(NC1CCCC1)c1ccc(Br)s1
22) CN(Cc1ccccc1)C(=O)c1c[nH]c2ccc(S(=O)(=O)N3CCOCC3)cc2c1=O
23) CSc1ccc(CN(C)C(C)C(=O)Nc2ccc(F)c(F)c2F)cc1 (stereo unspecified)
24) O=C(Cc1ccccc1F)NC1CCCc2ccccc21 (stereo unspecified)
25) COc1ccc(/C=C/C(=O)N(C)C2(C)CCS(=O)(=O)C2)cc1 (stereo unspecified)
26) COc1ccccc1-c1noc(COC(=O)c2ccc(Br)o2)n1
27) Cc1ccc(/C=C/C(=O)NCCCc2ccccc2)cc1
28) O=C(Nc1ccc(Cl)cc1)N1CCCN(Cc2ccccc2F)C1
29) COc1ccc2c(c1OC)C(=O)OC2Nc1ccccn1 (stereo unspecified)
30) Cn1c(C(=O)NCCN2CCN(Cc3ccccc3)CC2)cc2c(=O)n(C)c3ccccc3c21
assay / entry	21	22	23	24	25	26	27	28	29	30
Tb PYK inh	1%	-2%	2%	4%	3%	10%	-8%	-4%	1%	0%
Pf growth 96h	?	?	31%	0%	2%	8%	21%	?	.	2%
Sm TGR inh	-1%	2%	11%	-6%	-1%	3%	-3%	-19%	15%	-7%
LmPK inhibitor	3%	0%	0%	-4%	.	.	2%	9%	-7%	-2%
HCV inhibitor	-29%	23%	-17%	-18%	-11%	7%	8%	10µM*	25%	0%
Pf growth 48h	15%	10%	17%	25%	24%	9%	9%	.	15%	4%

31) CN(C)c1ccc(N=Cc2nc(-c3ccccc3)oc2OC(=O)c2cccc(Br)c2)cc1
32) O[C@@H]1CN(Cc2ccccc2Cl)CC[C@H]1N1CCOCC1
33) Cn1c(=O)c2c(ncn2CC(=O)Nc2nnc(Cc3ccccc3)s2)n(C)c1=O
34) CCn1cc(C(=O)OCc2ccc(F)cc2)c(=O)c2ccc(C)nc21
35) COc1ccccc1/C=C1\SC(=S)N(CCC(=O)NCCc2ccc(O)cc2)C1=O
36) Cc1cccc(NC(=S)N2CCN(S(=O)(=O)c3cccc(F)c3)CC2)c1
37) CC(=O)c1cccc(NC(=O)NCc2ccc3c(c2)OCO3)c1
38) CC(C)(C)Cc1nnc(NS(=O)(=O)c2ccccc2)s1
39) Cc1ccnc(NC(=O)CCCOc2cc(=O)n(C)c3ccccc23)c1
40) CC(C)(C)c1ccc(C(=O)Cn2cnnc2C#N)cc1
assay / entry	31	32	33	34	35	36	37	38	39	40
Tb PYK inh	-9%	-12%	5%	4%	5%	-9%	1%	2%	2%&9%	-1%
Pf growth 96h	385%[activator]	158%[activator]	.	.	?	?	3.7µM*	32%[activator]	-12%	?
Sm TGR inh	-5%	8%	0%	0%	-1%	-9%	-8%	8%	0%	-21%
LmPK inhibitor	-4%	-5%	7%	-3%	4%	-2%	-12%	-4%	1%	2%
HCV inhibitor	-14%	16%	14%	-3%	?	6.3µM*	-9%	1%	3.5µM*	9%
Pf growth 48h	320%[activator]	-9%	3%	-22%	?	13µM*	1%	-14%	-24%	-17%

41) COc1ccc2c(c1)C(=NNC(=O)c1ccccn1)c1cc(OC)ccc1-2
42) CC(C)(C)c1ccc(-c2noc(-c3ccc4c(c3)CCO4)n2)cc1
43) C=CCNC(=O)c1ccccc1NC(=O)c1ccc(Cl)c(S(=O)(=O)Nc2ccccc2)c1
44) C[C@]12CCC(=O)C=C1CC[C@@H]1[C@@H]2CC[C@@]2(C)[C@H]1CC[C@@]21CCC(=O)O1
45) Cn1ccsc1=NC(=O)c1ccc(S(C)(=O)=O)c([N+](=O)[O-])c1
46) Cc1ccc([N+](=O)[O-])c(OCc2ncc(Cl)n2C)c1
47) O=C(COC(=O)c1ccc[nH]c1=O)Nc1cc(S(=O)(=O)N2CCCCC2)ccc1Cl
48) COCCn1c(SCC(=O)N2CCc3ccccc3C2)nc2ccccc2c1=O
49) CCn1c(NCc2ccccc2NS(=O)(=O)c2ccc(C)cc2)nc2ccccc21
50) Cc1nc(SCc2cccnc2)[nH]c(=O)c1C
assay / entry	41	42	43	44	45	46	47	48	49	50
Tb PYK inh	-1%	-1%	1%	-3%	4%	2%	-3%	1%	-13%	0%
Pf growth 96h	?	183%[activator]	?	?	15%	11%	-1%	-3%	71%[activator]	11%
Sm TGR inh	-7%	-1%	10%	6%	0%	1%	7%	-8%	-3%	5%
LmPK inhibitor	2%	-2%	-2%	2%	0%	-4%	1%	7%	8%	-3%
HCV inhibitor	?	?	?	-8%	10µM*	-8%	2%	3%	14µM*	11%
Pf growth 48h	6%	119%[activator]	?	?	42%[activator]	49%[activator]	1%	-15%	-20%	21%

51) O=C(CSc1nnc(SCc2ccc(Cl)cc2)s1)N/N=C/c1ccc(Cl)cc1Cl
52) Nc1nnc(SCC(=O)OCC(=O)Nc2ccccc2F)s1
53) CCN1CCN(C(c2ccc(F)cc2)c2nnnn2Cc2cccs2)CC1 (stereo unspecified)
54) Cc1cc(C)c(C(N)=O)c(Nc2ccc(F)cc2)n1
55) CCOC(=O)CNC(=O)COc1coc(CN2CCN(Cc3ccccc3)CC2)cc1=O
56) CC1CCN(C(=O)CCc2ccc(S(=O)(=O)NC(C)C)cc2)CC1
57) C/C(=C1\SC(N2CCOCC2)=NC1=O)c1ccc(C)cc1
58) O=C(CSc1nnc(-c2ccc3c(c2)OCO3)o1)Nc1ncc(Cl)cc1Cl
59) O=C(CN1C(=O)NC(Cc2ccccc2)C1=O)Nc1ccc(F)c(F)c1F (stereo unspecified)
60) O=C(CSc1nc2[nH]c(=O)cc(O)c2s1)Nc1cc(Cl)cc(Cl)c1
assay / entry	51	52	53	54	55	56	57	58	59	60
Tb PYK inh	3%	0%	-4%	1%	-2%	-6%	-7%	-7%	5%	-2%
Pf growth 96h	7%	-8%	?	31%[activator]	?	4%	?	?	6%	11%
Sm TGR inh	3%	-23%	0%	5%	-12%	-1%	11%	2%	7%	-19%
LmPK inhibitor	0%	-10%	-1%	-1%	-15%	-1%	7%	1%	.	0%
HCV inhibitor	-10%	13%	-6%	14%	16%	7%	?	0%	6%	4%
Pf growth 48h	85%[activator]	-1%	4%	33%[activator]	21%	.	?	17%	-17%	13%

Of the compounds above, these contain a thiophene ring, fused or not:
4) COc1ccc(C(=O)Nc2cnc(NC(=O)c3cccs3)cc2C)cc1
7) CN(C)C(=O)c1ccc(NC(=O)CSc2nnc(-c3cccs3)n2N)cc1
17) Cc1ccc(C2=N/C(=C\c3cccs3)C(=O)N2Nc2ccccc2)cc1
21) O=C(NC1CCCC1)c1ccc(Br)s1
53) CCN1CCN(C(c2ccc(F)cc2)c2nnnn2Cc2cccs2)CC1 (stereo unspecified)
assay / entry	4	7	17	21	53
Tb PYK inh	1%	2%	-7%	1%	-4%
Pf growth 96h	?	4%	91%[activator]	?	?
Sm TGR inh	-4%	-3%	0%	-1%	0%
LmPK inhibitor	-6%	.	4%	3%	-1%
HCV inhibitor	4%	11%	?	-29%	-6%
Pf growth 48h	-13%	1%	?	15%	4%

The main list resumes; the 2 compounds before the break are reprinted first.
59) O=C(CN1C(=O)NC(Cc2ccccc2)C1=O)Nc1ccc(F)c(F)c1F (stereo unspecified)
60) O=C(CSc1nc2[nH]c(=O)cc(O)c2s1)Nc1cc(Cl)cc(Cl)c1
61) N#CCc1nc2c3c4c(sc3ncn2n1)CCCC4
62) O=C(CNC(=O)c1ccc(Br)o1)NNC(=O)c1cccc(Cl)c1
63) O=C1c2ccccc2C(=O)N1CSc1nnc2c3ccccc3n(CCc3ccccc3)c2n1
64) CCn1c(=O)c2cc(C(=O)N(C)CC(OC)OC)sc2c2ccccc21
65) CCN1CCN(CCCNC(=O)c2cc3cc4ccc(OC)cc4nc3o2)CC1
assay / entry	59	60	61	62	63	64	65
Tb PYK inh	5%	-2%	0%	4%	2%	2%	1%
Pf growth 96h	6%	11%	10µM*	2%	.	56%[activator]	45%
Sm TGR inh	7%	-19%	6%	-6%	-5%	5%	-2%
LmPK inhibitor	.	0%	-4%	.	2%	-2%	-4%
HCV inhibitor	6%	4%	-4%	?	9%	11µM*	?
Pf growth 48h	-17%	13%	.	4%	11%	?	13µM*
